Mdm2 MdmX PPI – disrupts the human Mdm2-MdmX interaction; O15151+Q00987; SaOS-2 split-luciferase Mdm2/MdmX complementation, luminescence; inhibition, % at 8 µM; 330,000 tested, 3% active; AID 485346;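 active = inhibition of at least 50% at 8 µM in the primary screen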
Target sequence (O15151 whole entry, looked up): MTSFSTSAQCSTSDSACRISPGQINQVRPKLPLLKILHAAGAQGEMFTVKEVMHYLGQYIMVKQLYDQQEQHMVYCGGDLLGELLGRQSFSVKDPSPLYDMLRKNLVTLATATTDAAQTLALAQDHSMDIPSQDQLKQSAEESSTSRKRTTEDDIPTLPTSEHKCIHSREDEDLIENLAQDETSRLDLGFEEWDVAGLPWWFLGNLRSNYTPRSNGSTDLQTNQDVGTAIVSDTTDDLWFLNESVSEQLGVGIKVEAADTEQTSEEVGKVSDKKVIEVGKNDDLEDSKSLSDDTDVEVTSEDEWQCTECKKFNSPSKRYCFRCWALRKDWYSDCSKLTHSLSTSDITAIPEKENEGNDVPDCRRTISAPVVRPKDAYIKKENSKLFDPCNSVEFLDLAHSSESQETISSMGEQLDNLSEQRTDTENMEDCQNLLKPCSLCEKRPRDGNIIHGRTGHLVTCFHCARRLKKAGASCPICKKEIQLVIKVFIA
Target sequence (Q00987 whole entry, looked up): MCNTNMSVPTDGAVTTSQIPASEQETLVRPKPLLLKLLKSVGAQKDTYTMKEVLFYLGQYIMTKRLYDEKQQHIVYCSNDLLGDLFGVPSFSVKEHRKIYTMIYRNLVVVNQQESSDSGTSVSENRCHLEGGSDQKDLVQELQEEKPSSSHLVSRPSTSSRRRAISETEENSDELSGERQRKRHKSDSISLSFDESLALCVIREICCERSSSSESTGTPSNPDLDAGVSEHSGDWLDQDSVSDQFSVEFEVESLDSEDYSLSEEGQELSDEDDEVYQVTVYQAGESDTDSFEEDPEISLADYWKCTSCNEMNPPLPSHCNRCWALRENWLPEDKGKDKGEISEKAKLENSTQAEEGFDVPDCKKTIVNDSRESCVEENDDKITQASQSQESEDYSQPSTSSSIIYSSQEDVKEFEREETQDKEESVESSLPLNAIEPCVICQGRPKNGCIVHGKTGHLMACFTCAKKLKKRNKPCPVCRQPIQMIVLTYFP
tim10-1 inh – inhibits growth of tim10-1 mutant yeast; S. cerevisiae tim10-1 ts strain growth, BacTiter-Glo, 24 h; 330,000 tested, 2.2% active; inhibition, % at 20 µM;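 active = inhibition of at least 40%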;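 also: mutant grown at 25 °C; 0% = DMSO wells with yeast and 100% = wells holding no yeast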
tim23-1 inh – tim23-1 yeast growth inhibition | S. cerevisiae tim23-1 growth, BacTiter-Glo luminescence, 24 h | AID 463212 | inhibition, % at 20 µM | 330,000 tested, 1.3% active;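 active = growth inhibition of the mutant yeast at or above 50%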;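 also: temperature-sensitive mutant grown at 25 °C; plate controls were DMSO-treated mutant yeast for no effect and medium wells lacking yeast for full effect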
XBP1 UPR activ – adaptive UPR (XBP1) activation; CHO-XBP1 luciferase reporter, IRE1-XBP1 UPR activation, luminescence; percent of tunicamycin response, DMSO as zero; activation, % at 20 µM; 330,000 tested, 0.33% active; AID 463104;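 active = versus positive control, 20 µM dose yields 30% or more activation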;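 also: 100% = tunicamycin at 10 µg/mL and 0% = DMSO only wells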
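Material: CHO-XBP1 cells stably carrying IRE1-XBP1-driven luciferase reporter / Amount: 1000 cells per well / Compound: 20 µM, 1% DMSO / Times: 6 h treatment, 37 °C / Detection: luciferase luminescence / Measure: % activation of reporter signal versus tunicamycin and DMSO controls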
CHOP UPR activ – apoptotic UPR (CHOP) activation | CHO-CHOP luciferase reporter, luminescence; percent of tunicamycin response over DMSO baseline | activation, % at 10 µM | 330,000 tested, 0.34% active;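 active = at 10 µM dose, activation of 40% or more, normalized to positive control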;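 also: 100% = tunicamycin at 10 µg/mL and 0% = DMSO alone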
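assay system = CHO CHOP reporter cells | amount = 500 CHO-CHOP cells per well | buffer or medium = F12 with 10% FBS | incubation = 16-18 h cell attachment, then 6 h compound exposure, 37 °C | detection = luminescence read with Steady-Glo | read-out = percent activation relative to tunicamycin control | controls = tunicamycin high control, DMSO low control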
APJ ag – APJ receptor agonism | P35414 | CHO-K1 APJ PathHunter beta-arrestin, luminescence; 0% DMSO wells, 100% apelin | activation, % at 20 µM | 330,000 tested, 0.11% active | AID 2520;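 active = activation more than six SD over the plate average, tested at 20 µM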;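 also: 0% = DMSO alone and 100% = apelin-13 at 10 nM; some results filed as inactive read as strong as hits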
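Test system – PathHunter CHO-K1 APJ (AGTRL-1) beta-arrestin reporter cells · Input – 1000 cells/well · Compound – single test compound dose, 20 µM final, 1% DMSO · Times – compound stimulation 90 min at 25 °C, detection 60 min · Technique – beta-gal luminescence · Read-out basis – APJ–arrestin association signal · Control set – negative DMSO alone, positive Apelin-13 at 10 nM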
TIM10 inh – inhibits growth of TIM10 yeast strain; S. cerevisiae TIM10 strain growth, BacTiter-Glo luminescence, 24 h; inhibition, % at 10 µM; 330,000 tested, 1.4% active;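 active = inhibition of 40% or more at the single tested concentration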;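 also: wild-type TIM10 isogenic control strain grown at permissive 25 °C; 0% = DMSO yeast wells and 100% = minimal medium wells without yeast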
NR3A LBD binder – modulators (binders) of human NR3A ligand-binding domain | NR3A LBD differential scanning fluorimetry, Tm shift; 0% = protein alone, 100% = glycine-bound protein | Tm shift relative to glycine control, % at 25 µM | 340,000 tested, 2.5% active;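 active = melting temperature shift of at least 10% of the positive control shift, at one fixed dose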
NLRP3 yeast inh – blocks the NALP3 inflammasome reconstituted in yeast; Yeast reconstituted NLRP3/ASC/caspase-1, beta-gal luminescence, 24 h; inhibition, % at 10 µM; 330,000 tested, 0.39% active;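 active = inhibition of 50% or more; inactive = inhibition below 50%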;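 also: plate controls were induced DMSO wells for no effect and uninduced yeast grown without galactose for full effect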
Starred values were filed as active, the others as inactive; x = no result given.

Below each SMILES – APJ ag	NR3A LBD binder	CHOP UPR activ	NLRP3 yeast inh	TIM10 inh	Mdm2 MdmX PPI	tim23-1 inh	XBP1 UPR activ	tim10-1 inh
Cc1cc(S(=O)(=O)N2CCOCC2)ccc1OCC(=O)N1CCC(C)CC1
    -2	-5	-0.1	8	11	-7	7	0	5
O=C(CN(C1CCCCC1)S(=O)(=O)c1ccc(Br)cc1)NCc1cccnc1
    -4	1	-1.3	24	10	9	20	0	9
CC(=O)Nc1ccc(NC(=O)CCOc2ccccc2C)cc1
    -3	2	0.9	-3	-7	-11	9	5	16
O=[N+]([O-])c1ccc(-c2ccc(/C=N/c3c(-c4ccco4)nc4ccccn34)o2)cc1
    3	3	3.5	24	21	6	16	10	18
CC(C)Oc1ccc(N2CC(C(=O)Nc3ccc4c(c3)OCO4)CC2=O)cc1 (stereo not given)
    0	-1	0.3	18	7	17	-1	2	-5
Cc1cc(C(F)(F)F)nc2c(Cl)c(C(C)(C)C)nn12
    2	1	2.2	1	1	16	-10	-1	-5
O=C(Nc1ccc(F)cc1F)N1CCCCC1c1cccnc1 (stereo not given)
    -4	0	-1.5	4	4	16	2	3	12
CS(=O)(=O)c1ccc2nc(NC(=O)CN3CCC(Cc4ccccc4)CC3)sc2c1
    -4	-7	1.6	16	8	14	26	0	35
N=c1sccn1CC(=O)N1CCc2ccccc21
    -1	0	-0.8	-1	5	0	3	-2	-3
Cc1ccnc(NC(=O)C2COc3ccccc3O2)c1 (stereo not given)
    -1	-1	3.6	16	1	4	10	1	14
NC(=O)SCC(=O)Nc1ccc(Cl)c(Cl)c1
    -1	3	-2.1	23	-27	-1	80*	5	71*
CC(C(=O)NC1CCCC1)N1C(=O)c2cccc3cccc1c23 (stereo not given)
    12	-1	2.2	25	5	-13	18	-6	14
Fc1ccc(Br)cc1/C=N/N1CCN(c2ccccc2)CC1
    -3	2	1.7	-3	-5	-2	-7	-3	-10
O=C(O)C1CCCCC1C(=O)Nc1ccc(Cl)cc1 (stereo not given)
    -4	0	-0.5	9	-20	6	5	-3	-9
COc1ccc(CC(=O)OCCc2cc3cc(OC)c(OC)cc3c(=O)o2)cc1
    -3	-2	0.2	9	-5	13	24	-2	20
N=c1c(C(=O)NC2CCCCC2)cc2c(=O)n3ccccc3nc2n1Cc1ccc(F)cc1
    -5	5	-1.1	15	16	36	7	0	16
O=C(/C=C/c1ccccc1[N+](=O)[O-])c1ccccc1Br
    -2	1	2.5	42	64*	72*	80*	10	63*
COc1ccc(NC(=O)c2ccc(NC(=O)c3cccs3)cc2)cc1
    -4	26*	1.1	4	-24	67*	-21	7	-9
O=C(Nc1cc(C(F)(F)F)ccc1Cl)C(=O)N1CCCCC1
    1	-10	3.4	1	16	5	20	2	8
Cc1sc(NC(=O)Cc2ccc3c(c2)OCO3)nc1-c1ccc2c(c1)CCN2C(=O)c1ccc(F)cc1
    -3	0	3.3	-11	8	28	4	-1	17
CCOCCCn1c(=NC(=O)c2ccco2)c(C(=O)OCC)cc2c(=O)n3cccc(C)c3nc21
    -2	1	3.5	12	18	17	26	-2	16
O=C(Cc1c(F)cccc1Cl)N1CCN(C(=O)c2ccco2)CC1
    -5	-1	1.8	-3	-2	1	13	0	7
Cc1ccc(SCC(=O)NC(=O)c2ccccc2Br)c(C)c1
    -2	0	-0.4	24	3	4	33	0	10
c1csc(-c2nc3c4ccccc4c4ccccc4c3[nH]2)c1
    7	28*	4.3	17	58*	47	32	2	41*
CC(C)(C)c1cc(NCc2ccccn2)n2ncc(-c3ccccc3)c2n1
    4	1	7.6	28	52*	48	43	1	28
Cc1cc(=O)[nH]c(SCC(=O)Nc2ccc(F)cc2)c1C#N
    -4	0	0.2	15	-3	11	8	-2	4
CC(C)NC(=S)Nc1ccc(Oc2ccccc2)cc1
    0	-2	-0.4	17	31	17	25	2	30
CCCCC[C@H]1CN(Cc2ccccc2)C(=O)[C@@H]1CC(=O)NCc1ccccc1
    4	0	0.8	28	15	-2	42	-1	38
CCOC(=O)c1cnn(-c2ccccc2)c1NC(=O)CCl
    -3	-2	-1.1	10	3	-8	12	-2	11
Cn1cc(S(=O)(=O)CC(=O)Nc2ccc3c(c2)OCCO3)c2ccccc21
    5	-20	0.0	-5	-3	10	1	0	3
C#CC(CC)(CC)NC(=O)c1c(C)noc1C
    -4	-1	-0.3	-18	8	-18	25	-2	5
CCOC(=O)c1ccc(NC(=S)NCCCN2CCCCC2)cc1
    -2	0	0.2	16	-12	-1	-2	1	3
COc1cccc(-c2[nH]nc3c2C(c2ccc(C)o2)C(C#N)=C(N)O3)c1 (stereo not given)
    -5	-18	0.3	18	52*	-12	42	-1	45*
Cc1nnc(SCC(=O)NC(C)(C)C)n1CCc1ccccc1
    3	0	-0.1	2	5	-1	20	0	15
Cc1[nH]c2ccccc2c1-c1nc(-c2ccc(Cl)cc2)nnc1-c1ccccc1
    1	x	8.1	15	-5	1	-31	23	3
CC(NC(N)=O)C12CC3CC(CC(C3)C1)C2 (stereo not given)
    -3	-4	-4.0	17	-6	15	11	-1	11
O=C(CNC(=O)c1cccc([N+](=O)[O-])c1)NC1CCCc2ccccc21 (stereo not given)
    -3	0	-1.7	8	6	4	25	2	20
CCN1C(=O)[C@@H]2[C@@H](c3ccc(SC4CCCCC4)c(OC)c3)N3CCCC[C@@]3(C(=O)OC)[C@@H]2C1=O
    -2	-3	-0.2	2	3	31	11	-1	3
COc1ccc(S(=O)(=O)N2CCN(CC(=O)NC3CCCC3)CC2)cc1
    -4	1	-3.0	3	-12	7	14	-2	10
CCOC(=O)[C@@H]1[C@H]2COc3ccc(Br)cc3[C@@H]2N2C(=O)N(c3ccccc3)C(=O)[C@@]12C
    9	1	-2.2	5	18	7	44	1	31

A draw from above in order of SMILES length, largest number first:
Below each SMILES – APJ ag	NR3A LBD binder	CHOP UPR activ	NLRP3 yeast inh	TIM10 inh	Mdm2 MdmX PPI	tim23-1 inh	XBP1 UPR activ	tim10-1 inh
CCN1C(=O)[C@@H]2[C@@H](c3ccc(SC4CCCCC4)c(OC)c3)N3CCCC[C@@]3(C(=O)OC)[C@@H]2C1=O
    -2	-3	-0.2	2	3	31	11	-1	3
CCOC(=O)[C@@H]1[C@H]2COc3ccc(Br)cc3[C@@H]2N2C(=O)N(c3ccccc3)C(=O)[C@@]12C
    9	1	-2.2	5	18	7	44	1	31
CCOCCCn1c(=NC(=O)c2ccco2)c(C(=O)OCC)cc2c(=O)n3cccc(C)c3nc21
    -2	1	3.5	12	18	17	26	-2	16
O=C(CNC(=O)c1cccc([N+](=O)[O-])c1)NC1CCCc2ccccc21 (stereo not given)
    -3	0	-1.7	8	6	4	25	2	20
COc1ccc(S(=O)(=O)N2CCN(CC(=O)NC3CCCC3)CC2)cc1
    -4	1	-3.0	3	-12	7	14	-2	10
CC(C)(C)c1cc(NCc2ccccn2)n2ncc(-c3ccccc3)c2n1
    4	1	7.6	28	52*	48	43	1	28
c1csc(-c2nc3c4ccccc4c4ccccc4c3[nH]2)c1
    7	28*	4.3	17	58*	47	32	2	41*
Cc1ccc(SCC(=O)NC(=O)c2ccccc2Br)c(C)c1
    -2	0	-0.4	24	3	4	33	0	10
Cc1nnc(SCC(=O)NC(C)(C)C)n1CCc1ccccc1
    3	0	-0.1	2	5	-1	20	0	15
CCOC(=O)c1cnn(-c2ccccc2)c1NC(=O)CCl
    -3	-2	-1.1	10	3	-8	12	-2	11
CC(C)NC(=S)Nc1ccc(Oc2ccccc2)cc1
    0	-2	-0.4	17	31	17	25	2	30

(listing goes on)
Below each SMILES – APJ ag	NR3A LBD binder	CHOP UPR activ	NLRP3 yeast inh	TIM10 inh	Mdm2 MdmX PPI	tim23-1 inh	XBP1 UPR activ	tim10-1 inh
Cc1ccccc1CS(=O)(=O)c1cn(CC(=O)N2CCC(C)CC2)c2ccccc12
    -1	0	-0.8	11	23	-12	14	0	16
O=C(COc1ccccc1Cl)Nc1nnc(S(=O)(=O)N2CCCCCC2)s1
    0	0	0.2	10	6	21	7	-1	3
COc1ccc(Cl)cc1C(=O)NCC(C)C
    -3	0	-0.3	15	1	10	9	-2	0
COC(=O)N/N=C/c1ccc(-c2cccc(Cl)c2)o1
    -1	-2	7.6	39	7	-7	20	1	-32
O=C(OCC(=O)N1CCOCC1)c1ccccc1OCc1ccccc1Cl
    -5	0	-0.6	15	3	25	22	2	3
CC(C)OP(=O)(c1ccc(N(C)C)cc1)C(O)c1ccc(C(C)C)cc1 (stereo not given)
    -3	0	-1.0	1	23	-10	23	-1	23
O=C(Nc1ccccc1C(=O)NCc1cccnc1)c1ccccc1Cl
    -3	-3	-0.7	6	8	23	9	-6	10
CN(C)C1=NCCN1CCCC1CCCC1
    3	2	0.7	13	-15	8	-10	3	-10
CCN1CCCC1CNC(=O)c1cc2c(C)nc3ccccc3c2o1 (stereo not given)
    0	1	1.2	0	3	18	24	0	6
O=C(c1ccco1)N1CCN(C(c2ccc(Cl)cc2)c2nnnn2CC2CCCO2)CC1 (stereo not given)
    -3	0	-1.2	8	7	9	2	-2	17
